From PubChem BioAssay
p53 reactivation – qHTS assay for re-activators of p53 using a Luc reporter; H1299 p53-A138V BP100-luciferase reporter, luminescence, 24 h; Potency, µM (highest dose often 92.2 µM), without a hit: top-dose activity change, positive = activation, hits mostly activators; 320,000 compounds, 0.063% hits; AID 504706, 2011; further: potency means the concentration at half of the fitted maximal effect; % of control where 0% means no effect; nearly all actives have a fitted effect of over 45% in size
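H1299 (p53-null), stable ts p53-A138V + BP100-Luc; 1000 cells/well, Opti-MEM/10% FBS; cpd 4 pt, 1:5; 24 h, 37 deg C, 5% CO2; detection reagent 10 min RT; luminescence.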
Menin-MLL TR inh – qHTS Assay for Inhibitors Targeting the Menin-MLL Interaction in MLL Related Leukemias: Competition With Texas Red Labeled MLL-derived Mutant Peptide; O00255; Menin + Texas Red MLL mutant peptide, fluorescence polarization; Potency, µM (doses to about 61.6 µM), for inactives: at the highest dose FP activity change, negative = inhibition, actives largely listed as inhibitors; 270,000 compounds, 0.23% hits; active means well fitted inhibition curve with a large enough effect in the polarisation, with a control signal flat, not every such curve was filed as active; inconclusive means small, poorly fitted or top-dose-only effect, or effect the other way, or a change in a side signal; inactive means no such curve, though single readings can be large or run the other way; the % refers to the polarisation; further: potency means the concentration at half of the fitted maximal effect; % of control where 0% means no effect; many of its hits are not listed in these tables
FLuc counter – qHTS profiling assay for firefly luciferase inhibitor/activator using purifed enzyme and Km concentrations of substrates (counterscreen for miR-21 project); purified FLuc, Km substrates, luminescence inhibition; 360,000 compounds, 6.9% hits; Potency, µM (series often up to 57.5 µM), for inactives: top-dose activity change, negative = inhibition, hits mostly inhibitors;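 further: potency means the concentration at half of the fitted maximal effect; plate controls were vehicle for no effect and reference inhibitor for full effect; nearly all actives have a fitted effect of over 55% in size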
Target sequence (P08659 whole entry, looked up): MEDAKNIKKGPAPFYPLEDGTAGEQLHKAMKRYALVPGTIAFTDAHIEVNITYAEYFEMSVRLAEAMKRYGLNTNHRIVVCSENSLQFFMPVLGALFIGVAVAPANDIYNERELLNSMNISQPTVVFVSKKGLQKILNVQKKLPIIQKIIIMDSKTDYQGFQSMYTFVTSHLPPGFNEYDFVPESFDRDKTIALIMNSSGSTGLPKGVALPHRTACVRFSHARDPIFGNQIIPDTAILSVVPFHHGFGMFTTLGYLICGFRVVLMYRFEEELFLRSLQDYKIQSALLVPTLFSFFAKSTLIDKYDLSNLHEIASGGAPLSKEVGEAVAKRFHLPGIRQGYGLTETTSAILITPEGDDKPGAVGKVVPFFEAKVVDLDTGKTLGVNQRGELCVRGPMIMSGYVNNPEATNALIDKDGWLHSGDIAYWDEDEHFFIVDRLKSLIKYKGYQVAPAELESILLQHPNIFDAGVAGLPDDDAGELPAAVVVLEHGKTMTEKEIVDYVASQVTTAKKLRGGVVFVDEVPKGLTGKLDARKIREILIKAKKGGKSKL
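Purified P. pyralis luciferase (10nM final) with 10uM D-luciferin and 10uM ATP (Km levels) in 50mM Tris acetate pH 7.5, 10mM Mg acetate, 0.01% Tween-20, 0.05% BSA; qHTS 6-point titration, ~60 µM downward; luminescence read.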
PKM2 act – qHTS Assay for Activators of Human Muscle isoform 2 Pyruvate Kinase; purified PKM2, Kinase-Glo ATP luminescence, activation; response scale: 0% is enzyme alone, no compound; Potency, µM (highest dose often 57.5 µM), for the others: at the top dose activation, most hits filed as activators; 260,000 compounds, 0.34% hits; further: potency means the concentration at half of the fitted maximal effect; on the % scale 0 is the no-effect control and ±100 the full control effect; nearly all actives have a fitted effect of over 55% in size
Target sequence (P14618 whole entry, looked up, canonical isoform): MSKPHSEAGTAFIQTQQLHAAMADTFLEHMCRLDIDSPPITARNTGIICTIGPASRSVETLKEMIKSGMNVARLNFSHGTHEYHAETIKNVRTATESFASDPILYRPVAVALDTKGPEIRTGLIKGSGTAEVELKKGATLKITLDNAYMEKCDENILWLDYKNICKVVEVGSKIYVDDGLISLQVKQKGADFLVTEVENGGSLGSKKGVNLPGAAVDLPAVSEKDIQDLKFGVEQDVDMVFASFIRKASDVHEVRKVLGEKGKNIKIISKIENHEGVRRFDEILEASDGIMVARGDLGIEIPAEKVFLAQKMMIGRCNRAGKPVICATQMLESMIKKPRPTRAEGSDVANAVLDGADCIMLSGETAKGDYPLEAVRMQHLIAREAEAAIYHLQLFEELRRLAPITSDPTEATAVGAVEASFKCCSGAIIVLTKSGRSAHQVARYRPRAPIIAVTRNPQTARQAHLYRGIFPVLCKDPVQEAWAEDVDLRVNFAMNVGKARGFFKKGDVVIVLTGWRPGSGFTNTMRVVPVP
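Purified hPK-M2 (>95%) run at intermediate activity with 0.1 mM ADP and 0.5 mM PEP in 50 mM imidazole pH 7.2, KCl, MgCl2; 1 h room temperature. ATP formed read by Kinase-Glo luminescence; normalized to uninhibited and no-enzyme controls.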
NPC1 prom act – qHTS Assay for NPC1 Promoter Activators; Huh7 NPC1 promoter luciferase reporter, 24 h; Potency, µM (doses to about 9.22 µM), for inactives: at the top dose activation, actives largely listed as activators; 320,000 compounds, 2.4% hits;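 further: potency means the concentration at half of the fitted maximal effect; % of control where 0% means no effect; nearly all actives have a fitted effect of over 60% in size; reporter is driven by a mutant NPC1 promoter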
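Compounds in DMSO were transferred onto Huh7 NPC1-luciferase reporter cells pre-incubated 2 h; after 24 h at 37 °C, Amplite reagent was dispensed and luminescence recorded 10 min later.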
BRCA1 expr up – qHTS Assay to Identify Small Molecule Activators of BRCA1 Expression. 380,000 compounds, 1.1% hits. Potency, µM (titrated, usually from 46.1 µM), for inactives: at the highest dose activation, actives largely listed as activators. MCF7-BRCA1-FFLuc reporter, luminescence, 48 h; response scale: scaled: vehicle 0%, 10 µM genistein 100%; further: potency means the concentration at half of the fitted maximal effect; nearly all actives have a fitted effect of over 80% in size; some results filed as inactive show a strong effect at the top dose
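MCF7 cells carrying a BRCA1-firefly luciferase reporter (2000 cells/well, phenol-red free MEM) were attached for 2 h at 37 °C, then given compounds for 48 h. Luminescence was read 15 min after luciferase reagent; activity normalized to genistein (10 microM) and DMSO.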
Gal4-VP16 FLuc – VP16 counterscreen qHTS for inhibitors of ROR gamma transcriptional activity | Potency, µM (highest dose often 53.6 µM), without a hit: at the highest dose activity, negative = inhibition, hits mostly inhibitors | 310,000 compounds, 3.5% hits | AID 2546, 2010 | Drosophila S2 Gal4-VP16 UAS-luciferase, luminescence, 20 h;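 further: Gal4-VP16 expression switched on by copper sulfate through the metallothionein promoter; potency means the concentration at half of the fitted maximal effect; on the % scale 0 is the no-effect control and ±100 the full control effect; nearly all actives have a fitted effect of over 50% in size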
Giardia killer – Small Molecules that selectively kill Giardia lamblia: qHTS. activity change, % at 7.66 µM, hits read low. Giardia lamblia trophozoite viability. 340,000 compounds, 0.15% hits; in the data active means activity change below about -80%; inconclusive means between about -30% and that limit;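 further: parasites exposed to compound for two days anaerobically before the ATP read; on the % scale 0 is the no-effect control and ±100 the full control effect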
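Anaerobic 48 hrs incubation at 37 deg C of 100 trophozoites/well with test compounds; ATPLite 1-Step luminescence, 15-30 min RT, reports cellular ATP as viability.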
Rab9 promoter act – qHTS Assay for Rab9 Promoter Activators; 320,000 compounds, 2.8% hits; AID 485297, 2010; Potency, µM (titrated, usually from 9.22 µM), for the others: at the highest dose activation, negative = inhibition, usual class: activators; Huh7 Rab9 promoter-luciferase reporter, luminescence, 24 h; further: potency means the concentration at half of the fitted maximal effect; % of control where 0% means no effect; nearly all actives have a fitted effect of over 60% in size
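Promoter activation is measured as luciferase luminescence in Huh7 cells stably transfected with a Rab9 promoter–luciferase construct, following 24 h compound exposure at 37 °C and 10 min reagent incubation at ambient temperature.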
RORgamma inh – qHTS for inhibitors of ROR gamma transcriptional activity | Drosophila S2 Gal4-RORgamma UAS-luciferase reporter, 20 h | Nuclear receptor ROR-gamma (Mus musculus), P51450 | AID 2551, 2010 | 310,000 compounds, 5.4% hits | Potency, µM (titrated, usually from 53.6 µM), for the others: at the highest dose activity change, negative = inhibition, usual class: inhibitors; further: potency means the concentration at half of the fitted maximal effect; on the % scale 0 is the no-effect control and ±100 the full control effect; nearly all actives have a fitted effect of over 60% in size
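A Gal4/UAS one-hybrid system in insect cells: metallothionein-promoter Gal4–ROR gamma fusion plus Photinus luciferase reporter. Copper sulfate 700 uM final, 20 hr ambient incubation, luminescent detection after 10 min with reagent.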
ELG1 genotox – qHTS screen for small molecules that induce genotoxicity in human embryonic kidney (HEK293T) cells expressing luciferase-tagged ELG1 | HEK293T ELG1-luciferase reporter, luminescence, 16 h | Potency, µM (titrated, usually from 46 µM), for the others: top-dose activity change, positive = activation, hits mostly activators | 330,000 compounds, 1.3% hits | AID 504466, 2011; further: potency means the concentration at half of the fitted maximal effect; % of control where 0% means no effect; nearly all actives have a fitted effect of over 60% in size
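Quantitative HTS format in 1536-well plates. HEK293T ELG1-luciferase reporter cells receive test compound and are incubated 16 hr at 37 °C, 5% CO2; ONE-Glo added, 30 min room temperature, then luminescence read.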
* = called active by the depositor; ? = inconclusive; . = not tested or not shown; [ ] = remark or other dose. Unless noted, the call rests on the fitted dose curve; in most records, active means well fitted curve in the direction sought with a large enough effect; inconclusive means small, poorly fitted or top-dose-only effect, or another doubt; inactive means no such curve, though single readings can be large; an effect the other way counts as inactive or inconclusive. The list is partial; count on the stated rates, not on these rows.

SMILES	p53 reactivation	Menin-MLL TR inh	FLuc counter	PKM2 act	NPC1 prom act	BRCA1 expr up	Gal4-VP16 FLuc	Giardia killer	Rab9 promoter act	RORgamma inh	ELG1 genotox
CCOC(=O)CSC1=N/C(=C/c2ccc(-n3cncn3)cc2)C(=O)N1C(C)=O	9%	17%	0%	-3%	-7%	-77%[inhibitor]	-2%	-29	-13%	5%	-3%
COc1ccccc1OCc1ccc(C(=O)N2CCCCC2)o1	?	-16%	-4%	.	2%	32%	1%	?	6%	14%	5%
O=C(CSc1nnnn1-c1ccccc1)N1CCNC1=O	10%	.	-1%	.	6%	38%	18%	-7	6%	18%	5%
CCOc1cc(CN2CCN(C(=O)CC(C)C)CC2)ccc1OC	-2%	-2%	0%	-2%	-1%	-11%	-2%	-2	0%	-13%[10 µM]	-3%
CC(Oc1cccc(Cl)c1)C(=O)Nc1ccncc1 (configuration not stated)	-3%	5%	-2%	-6%	1%	-6%	13µM*	-22	-2%	?	-3%
COc1cccc(C(=O)CSc2nnc(CNS(=O)(=O)c3ccc(C)cc3)n2C)c1	-6%	10%	4%	0%	-4%	-3%	6%	1	-4%	-34%	0%
CN(C)c1ccc(C(=O)N2CCN(c3cc(C(F)(F)F)nc4ccccc34)CC2)cc1	-7%	.	1%	1%	-3%	-22%	-3%	-5	-13%	13%	-10%
COc1ccccc1CCNC(=O)/C(=C/c1cccnc1)NC(=O)c1ccccc1	-3%	-24%	4%	6%	-3%	17%	-4%	19	1%	-1%	-1%
Cc1cc(C)n(C(=O)c2ccc(NC(=O)CC(C)C)cc2)n1	4%	1%	-1%	-6%	0%	3%	1%	8	0%	1%	4%
CSc1sc(C#N)c2c1/C(=N\O)CCC2	-4%	.	2%	15%	-3%	-19%	10%	-13	-5%	16%	1%
O=[N+]([O-])C(=C1SCCS1)C(=C(Cl)Cl)N1CCCCC1	-2%	12%	-12%	-3%	-2%	-50%	-26%	1	-1%	-6%	?
CC1(C)C(C=C(Cl)Cl)C1C(=O)Nc1ccc(S(=O)(=O)Nc2ncccn2)cc1 (configuration not stated)	-3%	41%[activator]	3%	.	-5%	-5%	2%	0	-3%	2%	-2%
CC1CN(C(=O)Nc2ccc3c(c2)OCCO3)CC(C)O1 (configuration not stated)	30%	-1%	-4%	1%	5%	89%	24%	-1	0%	3%	5%
CCN1CCCC1CNC(=O)c1cc2c(OC)c(OC)c(OC)cc2[nH]1 (configuration not stated)	-6%	-15%	-2%	.	-1%	-11%	0%	-10	-1%[1.84 µM]	10%	8%
Cc1nnc(SCC2=C(C(=O)O)N3C(=O)C(NC(=O)COc4ccccc4)C3SC2)s1 (configuration not stated)	16%	.	5%	.	-1%	13%	.	4	-6%	.	6%
CN(CCCC1CCCC1)C(=O)CC1C(=O)NCCN1Cc1ccc(F)cc1 (configuration not stated)	-9%	?	1%	-2%	-6%	-35%	-4%	-4	-2%	1%	0%
CCN1C(=O)CC(N2CCN(CC(=O)NC(C)C)CC2)C1=O (configuration not stated)	3%	22%	5%	-1%	1%	5%	0%	0	-1%	-10%	1%
COc1ccc(S(=O)(=O)N(C)C)cc1NC(=O)CSC(C)C(=O)Nc1cc(C)on1 (configuration not stated)	?	.	4%	.	-4%	8%	.	0	-4%	.	-2%
O=C(NCc1n[nH]c(=S)n1Cc1ccccc1)c1ccc(Cl)cc1Cl	-1%	3%	?	-15%	-3%	27%	-1%	5	-1%	?	-1%
CN(C(=O)c1ccncc1)C1CCCN(Cc2ccccc2F)C1 (configuration not stated)	6%	-12%	0%	-7%	0%	8%	-3%	-9	-2%	-12%	-2%
COc1cc(NC(=O)CSc2nnc(C)s2)cc(OC)c1OC	-6%	8%	10%	18%	1%	-12%	2%	5	-1%	-2%	-6%
O=C(NCc1cccnc1)C1CC(c2ccc(Cl)c(Cl)c2)=NO1 (configuration not stated)	-7%	6%	-6%	-4%	-2%	-52%	-21%	-27	-2%	?	0%
O=S(=O)(Nc1ccc2c(c1)OCO2)c1ccc(Br)s1	10%	?	?	14%	5%	32%	22%	-1	7%	?	14%
CCOc1ccc(C(O)(c2ccccc2OC)C(CN2CCCC2)c2ccccc2)cc1 (configuration not stated)	-2%	?	3%	3%[11.5 µM]	-1%	-4%	-3%	11	-1%	-6%	-13%
CC1CC(C)(C)NC(=S)N1CCC(=O)NCc1ccc(Cl)cc1 (configuration not stated)	-2%	0%	2%	.	-3%	-12%	-2%	-13	3%	?	-1%
Cc1cccn2c(=O)c3cc(C(=O)NCC4CCCO4)c(=N)n(Cc4cccnc4)c3nc12 (configuration not stated)	4%	-12%	1%	12%	-1%	-10%	-2%	3	0%	-32%	-2%
COc1cc(Nc2ncnc(N)n2)cc(OC)c1	3%	.	-5%	-1%	-1%	0%	-10%	-17	1%	-39%	6%
COC(=O)c1ccccc1NC(=O)CN1CCc2ccccc2C1	-7%	?	0%	0%[11.5 µM]	-2%	-18%	3%	-17	-4%	?	-1%
Cc1nn(-c2cccc(Cl)c2)c2nc(-c3ccco3)cc(C(=O)O)c12	-3%	?	0%	8%	1%	-31%	7%	-14	-2%	13%	-7%
COc1cccc(NC(=O)C2C3C=CC4(O3)C2C(=O)N(CCCN2CCCCC2)C4C(=O)NC2CCCCC2)c1 (configuration not stated)	-4%	-7%	-1%	-2%	1%	6%	8%	0	0%	-29%	0%
O=C(Nc1ccccc1N1CCOCC1)c1cccc(S(=O)(=O)Nc2ccccc2F)c1	-6%	.	0%	.	1%	-1%	.	-7	2%	.	0%
CS(=O)(=O)N(CC(=O)N1CCN(Cc2ccc3c(c2)OCO3)CC1)C1CCCCC1	1%	-25%	-2%	-4%	-3%	2%	0%	3	-3%	?	-3%
CC(C)[C@H](NC(=O)Nc1cccc(Br)c1)C(=O)O	5%	3%	-1%	7%	2%	1%	-8%	2	1%	-7%	0%
COc1ccc(C(=O)NN2CCCCC2)cc1OC	-1%	2%	-1%	-3%	1%	-2%	-7%	6	1%	3%	-1%
COc1ccc(N2CCN(C(=O)CCCn3c(=S)[nH]c4cc5c(cc4c3=O)OCO5)CC2)cc1	7%	-20%	-1%	13%	-3%	-3%[1.84 µM]	?	4	0%	7.1µM*	2%
CC(C)(C)c1ccc(C(=O)NC(=S)N2CCOCC2)cc1	25%	.	9.5µM*	-12%	2.2µM*	10µM*	1µM*	-4	2.2µM*	1.1µM*	8.2µM*
Cc1cc(NC(=O)CSc2ccc3nnc(-c4ccc(Cl)cc4)n3n2)no1	-3%	0%	3%	8%	-2%	6%	-1%	6	-26%	-18%	2%
COc1ccc(C(=O)/C(=C/O)N=Nc2ccc(F)cc2)cc1	21%	25%	-5%	0%	-1%	-40%	?	5	-6%	?	-11%
COc1cccc(/C=N/N(C)C2=NS(=O)(=O)c3ccccc32)c1O	4%	?	-1%	.	-3%	-9%	2%	3	-3%	-19%	-2%
Cc1ccc(C#N)c(SCc2ccccc2[N+](=O)[O-])n1	-2%	9%	-14%	-5%	-3%	-26%	1%	9	-5%	7%	0%
COc1cc(-c2nc(S(=O)(=O)c3ccc(Cl)cc3)c(N(C)C)o2)cc(OC)c1OC	-10%	0%	1%	1%	-3%	-3%	-5%	4	1%	-15%	1%
Cc1ccc(S(=O)(=O)NC(=O)c2cc(C)n(CCCN3CCOCC3)c2C)cc1	-2%	.	1%	1%	2%	4%	8%	-7	-2%	-10%	0%
Cc1cccc(C(=O)N2CCCC(N3CCN(c4ccccc4)CC3)C2)n1 (configuration not stated)	3%	-5%	4%	7%	0%	8%	-5%	11	-1%	-6%	-1%
COc1ccc(CCN2C(=O)CC(C(N)=O)SC2=Nc2ccccc2)cc1OC (configuration not stated)	-8%	5%	7%	3%	-1%	-29%	-4%	11	5%	15%	-6%
CCOC(=O)CN(C(=O)CSc1nnc(CNc2ccc(F)cc2)o1)c1ccccc1	-6%	-11%	11%	-2%	-1%	-15%	-4%	-7	3%	2%	-4%
